BRCT inh green: blocks human BRCA1 BRCT binding to phosphopeptide, green readout | BRCA1 BRCT-phosphopeptide binding, green fluorescence polarization | Potency, µM (highest dose often 76.9 µM), for the others: at the top dose activity change, negative = inhibition, usual class: inhibitors | 0.05% of 75,000 active | AID 875;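 note: potency is the fitted concentration of half-maximal effect; plate controls were peptide without protein for full effect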
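Fluorescence polarization: His-tagged BRCT (~35 kDa BRCA1 C-terminus, 250 nM) bound to 100 nM fluorescein-labeled phosphorylated 10-aa BACH1 peptide, pH 7.3 phosphate buffer with DTT and Tween 20. Compounds incubated 12 min at room temperature; inhibition read as lowered polarization.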
ERK AVP block: vasopressin-driven ERK pathway inhibition; Potency, µM (top dose mostly 57.5 µM), for the others: top-dose activity, negative = inhibition, usual class: inhibitors; HEK293-V1b, vasopressin-stimulated pERK AlphaScreen; 0.99% of 72,000 active; note: potency is the fitted concentration of half-maximal effect; % is set by controls: 0 for no effect and ±100 for the full control effect; nearly all actives have a fitted effect of over 55% in size
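V1b-HEK293 cells; cpd 30 min 37C; 25 nM vasopressin 5 min; lyse 10 min; AlphaScreen beads 5 hr RT. Normalized to DMSO basal and 25 nM vasopressin; AC50 by Hill fit.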
Caspase-7 inhib: allosteric or competitive inhibitors of human caspase-7 | Potency, µM (titrated, usually from 57.5 µM), for the others: top-dose activity change, negative = inhibition, usual class: inhibitors | 0.02% of 75,000 active | recombinant caspase-7, Ac-DEVD-AFC fluorescence rate; active = well fitted inhibition curve with a large enough effect in the main read-out, with a control signal flat, not every such curve was filed as active; inconclusive = small, poorly fitted or top-dose-only effect, or a change in a side signal; note: potency is the fitted concentration of half-maximal effect; % of control where 0% means no effect
HEK293 cAMP cs: counter-screen for TSHR agonists: cAMP increase in parental HEK293; Potency, µM (series often up to 57.1 µM), inactives show top-dose activation, hits mostly activators; 2.5% of 73,000 active; parental HEK293 CNG cAMP sensor, membrane potential fluorescence; note: potency is the fitted concentration of half-maximal effect; % of control where 0% means no effect; nearly all actives have a fitted effect of over 55% in size
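Parental HEK 293 cells stably expressing a cAMP-gated CNG channel were loaded with membrane potential dye containing 100 uM RO 20-1724 for 60 min. Compound added for 30 min; depolarization read as fluorescence intensity at 590 nm.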
USP2a inh: blocks human ubiquitin-specific protease USP2a | USP2a enzymatic assay, qHTS inhibition | Potency, µM (highest dose often 38.3 µM), without a hit: at the top dose activity change, negative = inhibition, usual class: inhibitors | 0.1% of 60,000 active;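 note: potency is the fitted concentration of half-maximal effect; nearly all actives have a fitted effect of over 60% in size; plate controls were DMSO for no effect and NEM full inhibition control for full effect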
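Inhibition is measured in a cell-free coupled assay with 20 nM USP2 core, 20 nM Ub-PLA2 and 20 uM NBD C6-HPC, 2.5 h incubation. Activity normalized to NEM control.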
Caspase-1 inhib: allosteric or competitive inhibitors of human caspase-1. P29466. Caspase-1 enzyme, Ac-WEHD-AFC fluorogenic rate. Potency, µM (doses to about 57.5 µM), for the others: at the highest dose activity change, negative = inhibition, usual class: inhibitors. 0.03% of 75,000 active. AID 900;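 note: potency is the fitted concentration of half-maximal effect; plate controls were vehicle for no effect and no substrate for full effect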
CRE Fsk mod: CRE-bla signaling modulation under forskolin stimulation; CHO CRE-bla reporter (cAMP response element driving beta-lactamase), forskolin EC10, beta-lactamase ratio; Potency, µM (highest dose often 38.2 µM), for inactives: top-dose activity change, negative = inhibition, usual class: activators; 2.5% of 71,000 active; AID 662; active = well fitted activation curve with a large enough effect in the signal ratio, with a control signal flat, not every such curve was filed as active; inconclusive = small, poorly fitted or top-dose-only effect, or effect the other way, or a change in a side signal; the % refers to the signal ratio; note: potency is the fitted concentration of half-maximal effect; % of control where 0% means no effect
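Modulation of forskolin-driven signalling is measured in CHO cells carrying a CRE-controlled beta-lactamase reporter. Cells are stimulated with EC10 NKH 477 in the presence of titrated compound for 3 h at 37 °C, then loaded with CCF4 for 2 h at room temperature.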
Tau fil binding: binds recombinant human tau filaments; P10636; recombinant tau filaments, thioflavin S fluorescence, 15 h; filaments grown with octadecylsulfate alongside compound; Potency, µM (top dose mostly 57.1 µM), for inactives: at the highest dose activity change, negative = inhibition; 2% of 71,000 active; AID 596;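 note: potency is the fitted concentration of half-maximal effect; % is set by controls: 0 for no effect and ±100 for the full control effect; actives lower thioflavin S fluorescence by blocking filaments or displacing dye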
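Quantitative HTS: thioflavine S signal from ODS-induced tau filaments, excited at 450 nm, emission 510 nm. Conditions: 1 uM tau, 30 uM ODS, 15 h at 37 C, pH 7.4.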
A350 fluor: A350 region autofluorescence; Compound autofluorescence, 340/450 nm, Alexa 350 dye-equivalents; hits give high values; max dye-equivalent concentration, M; 11% of 59,000 active; AID 590; in the data active = max dye-equivalent concentration above about 10 nM; inconclusive = mostly about 1.1 nM to 9.6 nM
FLuc inh: inhibitors of firefly luciferase; purified firefly luciferase, luminescence, 8 min; Potency, µM (series often up to 57.1 µM), inactives show at the top dose activity change, negative = inhibition, usual class: inhibitors; 2.2% of 72,000 active; note: potency is the fitted concentration of half-maximal effect; % is set by controls: 0 for no effect and ±100 for the full control effect; nearly all actives have a fitted effect of over 40% in size
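Firefly luciferase (PKLight detection mix) with 10 uM ATP in pH 7.2 imidazole buffer (KCl, MgCl2, Tween 20, BSA). Compounds tested across a concentration series (qHTS). Luminescence read after 8 min at ambient temperature.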
BRCT inh red: inhibitors of human BRCA1 BRCT-phosphoprotein interaction (red fluorophore); 0.03% of 75,000 active; P38398; Potency, µM (titrated, usually from 76.9 µM), for the others: at the top dose activity change, negative = inhibition, actives largely listed as inhibitors; BRCT-phosphopeptide binding, red fluorescence polarization; AID 892; note: % is set by controls: 0 for no effect and ±100 for the full control effect
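Rhodamine-labelled pBACH1 10-mer (100 nM) bound to BRCT domain (100 nM) at pH 7.3; compounds incubated 12 min room temperature, polarization read. Free peptide defines full inhibition; unlabelled decapeptide titrated as control.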
Numbers without * were called inactive; i = inactive; ? = inconclusive; . = not tested or not shown; & = joins results of further samples; [ ] = remark or other dose. Unless noted, calls come from the whole dose curve; as a rule, active = well fitted curve in the direction sought with a large enough effect; inconclusive = small, poorly fitted or top-dose-only effect, or another doubt; inactive = no such curve, though single readings can be large; an effect the other way counts as inactive or inconclusive.

SMILES	A350 fluor	Tau fil binding	CRE Fsk mod	ERK AVP block	BRCT inh green	USP2a inh	FLuc inh	HEK293 cAMP cs	Caspase-1 inhib	Caspase-7 inhib	BRCT inh red
C[C@]1(O)CC[C@H]2[C@@H]3CCC4=CC(=O)CC[C@]4(C)[C@@]3(F)[C@@H](O)C[C@@]21C	.	0%	-9%	-5%	-1.3%	.	.	2%	-4%	-2%	0.2%
O=C1C2CC=CCC2C(=O)N1SC(Cl)(Cl)Cl (stereo not drawn)	.	4%&5%	?	16µM*	1.4%&-0.5%	.	.	-44%&-34%[inhibitor]	-5%&-6%	0%&1%	-0.4%&0.1%
Cc1cc(S(=O)(=O)NCc2ccccc2)ccc1OCC(=O)N1CCN(C)CC1	i	1%	2%	-4%	-2.0%	10%	2%	5%	1%	0%	-0.8%
COc1ccc(C(=O)N2CCOCC2)cc1S(=O)(=O)N1CCC(C)CC1	i	18%	-3%	-6%	-1.0%	2%	2%	10%	-1%	2%	-1.2%
COc1ccc(CCN(C)Cc2c(F)cccc2F)cc1OC	.	-1%	4%	-6%	-3.3%	5%	0%	5%	0%	-2%	0.2%
Cc1cc(S(=O)(=O)NCC(C)C)ccc1OCC(=O)N1CCN(Cc2ccccc2)CC1	?	-6%	-5%	?	0.3%	20%	3%	5%	0%	0%	-0.5%
C=C(C)[C@@H]1CN[C@H](C(=O)O)[C@H]1CC(=O)O	i	-1%	-4%	.	.	.	0%	?	.	.	.
CC(=O)OC1CC[C@]2(C)C(CCC3C2CC[C@]2(C)C(C4=CC(=O)OC4)C(OC(C)=O)CC32O)C1 (stereo partly drawn)	.	.	.	-9%	-1.6%[3.08 µM]	-8%	.	.	1%	0%	-0.4%
COC(=O)c1cc2c(s1)=NC=NP=2(N1CCOCC1)N1CCOCC1	?	1%	-3%	-28%	-1.3%	-9%	1%	6%	-1%	0%	-0.1%
N[C@@H](Cn1cc(I)c(=O)[nH]c1=O)C(=O)O	.	?	-5%	14%	-1.6%	2%	3%	-1%	1%	0%	0.8%
Cc1ccc(Cl)cc1N1CCN(C(=O)c2cn(C)c(=O)c3c2c2ccccc2n3C)CC1	3.4e-08M*	8%	?	-4%	-1.4%	29%	0%	?	-1%	-3%	0.2%
CN(C)P1(N(C)C)=Nc2c(c(N)nn2C)C(c2ccccc2)=N1	i	-6%	-6%	4%	-1.9%	-4%	-2%	3%	0%	2%	0.2%
C1=C(c2c[nH]c3ccccc23)CCNC1	i	-18%	?	20%	-0.3%	15%	-2%	-2%	-4%	-5%	0.5%
COc1ccc(CCN)cc1O	2.2e-08M*	-1%	-8%	-8%	-1.5%	-2%	-4%	?	0%	1%	-1.4%
CC(C)CN1CC2(CCN(C(=O)c3ccncc3)CC2)C1	i	-9%	-9%	18%	-3.5%	-29%	-1%[11.4 µM]	1%	-2%	0%	0.7%
CN(C)C1=NC(N(C)C)=NP(N(C)C)(N(C)C)=N1	.	-5%	1%	6%	-2.0%	-2%	1%	4%	1%	0%	-0.8%
c1ccc(P(c2ccccc2)c2ccccc2)cc1	.	7%	-19%	18%	0.0%	.	.	25%	-4%	0%	1.4%
COC1=C[C@H]2[C@@H]3Cc4ccc(OC)c(O)c4[C@@]2(CCN3C)CC1=O	?	?	-19%	.	.	.	4%[11.4 µM]	1%	.	.	.
O=P(O)(O)C(Cl)(Cl)P(=O)(O)O	i	-9%	-3%	16%	2.4%	0%	2%	6%	-1%	1%	-1.0%
CCC(=NCCCN(CC)CC)c1c(O)n(-c2ccccc2)c(=O)[nH]c1=O	i	10%	3%	8%	-1.4%	-7%	0%	6%	2%	-1%	-0.5%
CC(C)(C)c1nc(N2CCN(C(=O)c3ccco3)CC2)c2nnn(Cc3ccccc3Cl)c2n1	i	96%	?	-12%	1.1%	-7%	0%	10%	-2%	-1%	0.5%
CN(C)CS/C(N)=N/[C@H](O)C(Cl)(Cl)Cl	i	26%[11.4 µM]	-8%[7.6 µM]	4%[11.5 µM]	-3.0%[15.4 µM]	.	4%[11.4 µM]	-10%[11.4 µM]	-3%[11.5 µM]	0%[11.5 µM]	-2.7%[15.4 µM]
Nc1cccc2c(N)cccc12	.	32µM*	-10%	-7%	-0.5%	.	.	17%	-6%	-3%	0.7%
CN1C2CC3CC1C(O3)C2O (stereo not drawn)	.	.	.	3%	-1.1%	5%	.	.	-22%	1%	-0.1%
N[C@H](Cc1c[nH]c2ccccc12)P(=O)(O)O	i	7%[11.4 µM]	-9%[7.6 µM]	-16%[11.5 µM]	1.3%[15.4 µM]	.	1%[11.4 µM]	0%[11.4 µM]	-3%[11.5 µM]	1%[11.5 µM]	0.2%[15.4 µM]
Clc1cccc(N2CCNCC2)c1	i	?	-19%&-5%	19%&17%	0.3%&-3.1%	-1%	0%&-1%	2%&13%	0%&4%	0%&2%	-1.0%&-1.4%
CCC1(c2ccccc2)C(=O)N(COC)C(=O)N(COC)C1=O	.	5%[11.4 µM]	?	-15%	0.2%	-1%[7.66 µM]	0%	4%[11.4 µM]	-2%	-1%	-1.7%
Cc1cc(CN(C)C)c(OC(=O)N(C)C)cc1C	?	2%	-8%	-12%	-0.6%	-1%	1%	8%	1%	-1%	2.4%
CCC(COC(=O)c1cc(OC)c(OC)c(OC)c1)(c1ccccc1)N(C)C (stereo not drawn)	i	.	.	32µM*	1.1%[3.08 µM]	-6%	0%[25.5 µM]	.	-1%	0%	-2.9%
C=CCSSCC=C	.	.	.	-5%	-2.7%[3.08 µM]	-4%	.	.	4%	3%	-2.5%

Part of the list above, with two lines to a compound:
Every second line gives: A350 fluor | Tau fil binding | CRE Fsk mod | ERK AVP block | BRCT inh green | USP2a inh | FLuc inh | HEK293 cAMP cs | Caspase-1 inhib | Caspase-7 inhib | BRCT inh red
- CCC(=NCCCN(CC)CC)c1c(O)n(-c2ccccc2)c(=O)[nH]c1=O
  i | 10% | 3% | 8% | -1.4% | -7% | 0% | 6% | 2% | -1% | -0.5%
- CC(C)(C)c1nc(N2CCN(C(=O)c3ccco3)CC2)c2nnn(Cc3ccccc3Cl)c2n1
  i | 96% | ? | -12% | 1.1% | -7% | 0% | 10% | -2% | -1% | 0.5%
- CN(C)CS/C(N)=N/[C@H](O)C(Cl)(Cl)Cl
  i | 26%[11.4 µM] | -8%[7.6 µM] | 4%[11.5 µM] | -3.0%[15.4 µM] | . | 4%[11.4 µM] | -10%[11.4 µM] | -3%[11.5 µM] | 0%[11.5 µM] | -2.7%[15.4 µM]
- Nc1cccc2c(N)cccc12
  . | 32µM* | -10% | -7% | -0.5% | . | . | 17% | -6% | -3% | 0.7%

More records follow:
SMILES	A350 fluor	Tau fil binding	CRE Fsk mod	ERK AVP block	BRCT inh green	USP2a inh	FLuc inh	HEK293 cAMP cs	Caspase-1 inhib	Caspase-7 inhib	BRCT inh red
Cc1cc(NC(=O)COC(=O)c2c(C)nn(Cc3ccccc3Cl)c2Cl)no1	i	130%	2%	-8%	-2.3%	-17%	2%	?	-2%	0%	1.4%
Cc1nnc2ccc(N3CCN(C)CC3)nn12	.	0%	-3%	21%	-1.7%	-3%	3%	7%	-1%	-1%	-0.2%
O=C(Cc1cccs1)N1CCC2(CC1)OCCO2	i	-4%	-10%	-13%	-0.7%	-6%	2%	5%	-3%	-2%	0.1%
CN(C)C1=NP(N(C)C)(N(C)C)=NC(c2ccccc2)=N1	i	2%	-3%	-1%	-0.9%	8%	2%	1%	2%	-1%	-0.2%
CCC1CCCCN1P(=O)(c1ccc(C)o1)C(C)(C)C (stereo not drawn)	?	-10%	4%	-6%	-1.2%	10%	0%	?	0%	-2%	-0.3%
CC(C)C#N	.	16%	-13%	3%	0.2%	.	.	-5%	-1%	1%	0.1%
Cc1ccc(N)cc1Cl	.	-2%	-21%	8%	-1.2%	.	.	-4%	0%	0%	0.6%
CC1CC(C)C(=O)[C@H](C(O)CC2CC(=O)NC(=O)C2)C1 (stereo partly drawn)	.	.	.	28%	0.2%[3.08 µM]	-13%	.	.	-3%	-1%	0.4%
O=C(O)c1cc[c]([Hg][S]c2ncnc3nc[nH]c23)cc1	i	-10%[11.4 µM]	27%[7.6 µM]	4%[11.5 µM]	0.7%[15.4 µM]	.	?	22%[11.4 µM]	-4%[11.5 µM]	-4%[11.5 µM]	0.4%[15.4 µM]
O=P(O)(O)C12CC3CC(CC(C3)C1)C2	i	4%	-5%	-9%	-0.3%	0%	-6%	1%	5%	1%	0.6%

These rows are one share of the data, so the mix of outcomes need not match the whole.
